Ecoli tolC: growth inhibitors of E. coli tolC mutant, primary screen, strain BW25113 ΔtolC::kan, 384-well | AID 573, 2007 | OD615 | growth inhibition, % at 10 µM (by protocol) | actives 2.2% (n = 65,000);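 active means growth inhibition at or above a cutoff equal to the mean over every tested compound plus 3 SD, cut at about 60% in these data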;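 further: growth measured after 20 h incubation at 37 °C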
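Test system: tolC-deleted E. coli BW25113 | Medium: LB with kanamycin 50 µg/mL | Compound dosing: Single concentration, 10 µM final per compound | Schedule: 37 °C, 20 h exposure | Measured by: OD at 615 nm | Evaluation: Percent growth inhibition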
M1 antag: antagonists of rat M1 muscarinic receptor | B-score at 10 µM | actives 3.4% (n = 64,000) | CHO-M1 cells, Fluo-4 calcium, ACh EC80 antagonist mode; active compounds read low;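 active means calcium fluorescence response, raw or row-and-column corrected B-score, differing from the plate sample mean either way at a set confidence level, mostly lower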
NADH enzymes: inhibitors of PK/LDH coupling enzymes, profiling panel, artefact control, biochemical, MLSMR library | coupled PK/LDH NADH assays, four targets | IC50, µM (top dose mostly 10 µM), without a hit: at the top dose inhibition | actives 0.02% (n = 65,000);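 active means single-dose screening hits from any of four coupled enzyme assays that gave an IC50 when retested across doses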;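 further: the DPM-DC format reads NADH fluorescence rather than 340 nm absorbance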
RORa activator: activators of orphan receptor RORA, primary screen, cell-based, luminescence; Nuclear receptor ROR-alpha (Homo sapiens), P35398; CHO-K1 Gal4-RORA LBD luciferase reporter; percent increase over mock-subtracted basal signal; activation, % at 10 µM; actives 1.5% (n = 65,000); AID 560, 2006;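 active means activation above the mean of all tested compounds plus 3 SD, cut at about 49% in these data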;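 further: 0% = DMSO-treated RORA cells and 100% = added signal equal to DMSO minus mock-transfected cells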
Autofluor 339: intrinsic fluorescence of library compounds, ex339/em460 – biochemical, MLSMR library, data from DPM-DC assay, artefact control, profiling panel; compound autofluorescence, ex339/em460 nm, NADH buffer; active compounds read high; 1 = no-compound wells, NADH background; fluorescence fold increase at 10 µM; actives 5.5% (n = 65,000); AID 709, 2007;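 active means at 10 µM, mean starting fluorescence two-fold or more over control wells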;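 further: signal is the first read of a kinetic run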
M1 ag: M1 muscarinic receptor agonists, primary screen, CHO-M1 cells, Fluo-4 calcium, agonist mode. actives 3% (n = 64,000). AID 626, 2007. B-score at 10 µM. Fluo-4 calcium fluorescence; active compounds read high;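 active means fluorescence rise, raw or as B-score row- and column-corrected plate score, outside the 99.7% band of its plate's samples, either direction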
TNAP act DEA: human TNAP enzyme activators, primary screen, biochemical, luminescent, intermediate phosphate acceptor level; Alkaline phosphatase, tissue-nonspecific isozyme (Homo sapiens), P05186; purified TNAP, CDP-star luminescence, 100 mM DEA, 30 min; active compounds read high; scale: 0 levamisole-inhibited, 1 vehicle-only enzyme; activation factor at 20 µM; 64,000 tested, under 10 active; AID 813, 2007;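 active means activation factor of at least 2 at 20 µM, relative to controls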
Target sequence (P05186 whole entry, looked up): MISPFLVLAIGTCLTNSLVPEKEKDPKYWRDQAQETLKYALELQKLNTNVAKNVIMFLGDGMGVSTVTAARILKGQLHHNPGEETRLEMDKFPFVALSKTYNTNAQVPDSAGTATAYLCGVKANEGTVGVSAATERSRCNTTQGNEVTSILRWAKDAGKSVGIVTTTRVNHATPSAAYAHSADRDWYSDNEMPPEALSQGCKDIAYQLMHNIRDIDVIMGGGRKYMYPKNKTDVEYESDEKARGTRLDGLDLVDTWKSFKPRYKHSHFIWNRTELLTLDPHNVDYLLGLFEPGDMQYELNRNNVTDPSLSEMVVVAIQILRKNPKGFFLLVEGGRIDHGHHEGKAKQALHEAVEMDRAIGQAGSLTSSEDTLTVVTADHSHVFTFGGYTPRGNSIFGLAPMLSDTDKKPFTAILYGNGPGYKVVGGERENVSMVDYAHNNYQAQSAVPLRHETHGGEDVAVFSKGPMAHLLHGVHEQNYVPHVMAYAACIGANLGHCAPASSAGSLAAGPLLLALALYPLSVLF
SF-1 act: activators of human SF-1, primary screen, cell-based, CHO-K1, Gal4-SF-1 LBD, luciferase luminescence | CHO-K1 Gal4-SF-1 LBD luciferase reporter; % increase over DMSO SF-1-specific signal | activation, % at 10 µM | actives 1.9% (n = 65,000) | AID 522, 2006;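 active means activation above the mean activation of all tested compounds plus 3 SD, cut at about 50% in these data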
Target sequence (Q13285 whole entry, looked up, the tested form may be a part): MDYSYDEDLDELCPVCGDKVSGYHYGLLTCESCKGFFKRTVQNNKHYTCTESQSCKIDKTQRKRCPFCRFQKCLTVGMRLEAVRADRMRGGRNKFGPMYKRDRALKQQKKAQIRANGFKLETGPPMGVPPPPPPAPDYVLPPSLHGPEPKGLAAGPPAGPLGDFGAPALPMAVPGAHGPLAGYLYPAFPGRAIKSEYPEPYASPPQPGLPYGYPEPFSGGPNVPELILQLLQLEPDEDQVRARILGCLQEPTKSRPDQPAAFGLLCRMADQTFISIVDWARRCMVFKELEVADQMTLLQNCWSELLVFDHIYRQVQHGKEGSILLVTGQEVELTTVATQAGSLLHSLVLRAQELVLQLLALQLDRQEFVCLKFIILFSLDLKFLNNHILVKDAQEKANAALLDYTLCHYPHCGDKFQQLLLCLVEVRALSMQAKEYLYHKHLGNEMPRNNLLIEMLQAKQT
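Assay system: CHO-K1 cells co-transfected with Gal4 DBD–human SF-1 LBD, 5xGal4 luciferase reporter; doses: 10 µM only; incubation: 20 h compound exposure at 37 °C after 1 h cell settling; signal: luciferase light emission; evaluation: percent activation versus DMSO; repeats: one test per compound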
Ec RNAP inh: E. coli RNAP inhibitors, biochemical; E. coli RNA polymerase, fluorescence transcription assay; actives 0.2% (n = 62,000); inhibition, %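 (tested at 10 µM)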; AID 559, 2006; in the data active means inhibition above about 20%;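 further: 0% = enzyme without compound and 100% = no enzyme blank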
The depositor's hits bear a star; / = no result given; [ ] = remark or other dose. Rows were taken by chance; overall some 15% were active at least once.

SMILES	M1 ag	M1 antag	Ec RNAP inh	TNAP act DEA	RORa activator	SF-1 act	Ecoli tolC	NADH enzymes	Autofluor 339
CC1=[N+]([O-])C(N2CCOCC2)C(O)(c2ccccc2)C1 (stereo not drawn)	-0.39	-0.19	2	0.9	-1	-3	-12	6%	1.1
COC(=O)C(O)(CC(=O)Nc1cccc(SC)c1)C(F)(F)F (stereo not drawn)	0	0	6	0.9	-1	8	-13	5%	1.1
COC(=O)COc1nsnc1N1CCOCC1	-0.015	-0.51	6	0.9	-17	-9	-12	4%	1.1
COc1ccc(OCC(=O)Nc2ccccc2C(=O)N2CCCC2)cc1	-0.73	-0.81	11	0.9	-14	-17	-7	6%	1
CC(c1ccccc1)n1cc(C(=O)NCc2ccncc2)nn1 (stereo not drawn)	0.22	-0.27	1	0.9	-8	-5	-1	9%	1.1
CCOC(=O)C1CCN(C(=O)CSCCSCC(=O)N2CCC(C(=O)OCC)CC2)CC1	-0.9	0.55	5	0.9	-3	7	-3	0%	1.1
OCCCc1nc2n(n1)C(c1ccccc1Cl)C=C(c1cccs1)N2 (stereo not drawn)	33*	0.36	-4	0.7	10	6	8	4%[fluoresces]	3.8*
O=C(CCCCCC(=O)N(CCO)CCO)N(CCO)CCO	0.51	-0.03	11	0.9	-14	-5	-30	6%	1.1
COC(=O)c1oc2ccc(Br)cc2c1-n1cccc1	-0.087	-0.39	2	0.9	-3	15	7	4%	1.1
O=C(NC1CCCCC1)Nn1c(-c2ccccc2)nc2ccccc2c1=O	0.29	-0.0038	12	0.9	-14	-7	7	4%	1.2
N#CCSc1nnc(COc2cccc3ccccc23)n1-c1ccccc1	1.2	0.42	4	0.9	-9	-4	48	6%	1.1
Cc1c(NC(=O)c2c(F)cccc2F)c(=O)n(-c2ccccc2)n1C	0.52	0.041	-1	1	-4	-7	0	1%	1.1
O=c1oc2ccccc2c(O)c1/C=N/c1ccccn1	0.7	0.41	/	1	6	-1	-16	6%	1.1
Cc1ccc(S(=O)(=O)NCc2csc(C)n2)c(C)c1	-0.84	0.59	6	0.9	-1	-4	-4	7%	1
Cc1cccc(Cl)c1OCCCCn1ccnc1	0.86	0.42	-1	0.9	4	-17	7	4%	1
O=C(CN1CCN(Cc2ccccc2F)C1=O)NCc1cccnc1	-0.41	-0.041	0	0.9	0	-9	-12	2%	1.1
Cc1nn(Cc2ccccc2)c(C)c1NC(=O)c1cc(-c2ccc3c(c2)OCO3)on1	0.043	-0.53	9	1	30	9	-4	7%	1.1
O/N=C1\CC2(Cc3nonc31)OCCO2	-0.54	-1.1	7	0.9	-6	3	-23	3%	1.1
CCOC(=O)C1C(=O)NC(SCC(=O)OC)=C(C#N)C1c1ccccc1OCC (stereo not drawn)	0.89	0.2	4	0.9	3	-16	4	2%	1.1
COc1ccccc1C1N(c2ccc(F)cc2)C(=O)C2CCCN21 (stereo not drawn)	-0.58	0.14	10	0.9	0	0	-16	2%	1.1
CC(C)(C)c1nnc(NC(=O)CN2C(=O)C3C4C=CC(C4)C3C2=O)s1 (stereo not drawn)	-0.14	0.45	6	1	-10	14	11	2%	1.1
O=C(Nc1cccc(Cl)c1)N1CCN(C/C=C/c2ccccc2)CC1	-0.041	-0.39	/	0.9	4	9	-9	2%	1.1
CCOC(=O)c1sc2nc(NC(=O)C3CC3)sc2c1C	1.9	1.3	2	0.9	34	19	8	8%	2*
CCCC(=O)N1CCc2cc(-c3nc(N)sc3C)ccc21	-0.52	1.4	5	1.1	26	40	0	8%	1.2
O=C(c1ccc(F)cc1)N1CCN(Cc2ccccc2Br)CC1	-0.011	-0.093	-3	0.9	2	-9	19	0%	1
O=C(O)C1C2C=CC(C2)C1C(=O)NCCCn1ccnc1 (stereo not drawn)	0.33	0.19	-1	0.9	-1	12	-8	4%	1.1
COc1ccc(C2(CNC(C)=O)CCCC2)cc1OC	-0.53	1	8	1	13	-6	-16	4%	1
CCc1ccc2oc(-c3cc(N)cc(C)c3O)nc2c1	-1.1	0.032	8	1	34	39	21	0%	1.1
Cc1ccc2nc3sc(C(=O)N4CCOCC4)c(N)c3cc2c1	-2.1	-0.67	/	0.9	4	-6	-17	8%	1.1
COC(=O)c1c(NC(=O)Cc2cccs2)sc(C)c1C	0.64	-0.74	8	0.9	-15	-9	27	4%	1.1

Reprinted at random: two entries already listed, in no set order.
SMILES	M1 ag	M1 antag	Ec RNAP inh	TNAP act DEA	RORa activator	SF-1 act	Ecoli tolC	NADH enzymes	Autofluor 339
CC(c1ccccc1)n1cc(C(=O)NCc2ccncc2)nn1 (stereo not drawn)	0.22	-0.27	1	0.9	-8	-5	-1	9%	1.1
Cc1ccc(S(=O)(=O)NCc2csc(C)n2)c(C)c1	-0.84	0.59	6	0.9	-1	-4	-4	7%	1

An excerpt from above in order of SMILES length, falling:
SMILES	M1 ag	M1 antag	Ec RNAP inh	TNAP act DEA	RORa activator	SF-1 act	Ecoli tolC	NADH enzymes	Autofluor 339
Cc1nn(Cc2ccccc2)c(C)c1NC(=O)c1cc(-c2ccc3c(c2)OCO3)on1	0.043	-0.53	9	1	30	9	-4	7%	1.1
CCOC(=O)C1CCN(C(=O)CSCCSCC(=O)N2CCC(C(=O)OCC)CC2)CC1	-0.9	0.55	5	0.9	-3	7	-3	0%	1.1
OCCCc1nc2n(n1)C(c1ccccc1Cl)C=C(c1cccs1)N2 (stereo not drawn)	33*	0.36	-4	0.7	10	6	8	4%[fluoresces]	3.8*
COC(=O)C(O)(CC(=O)Nc1cccc(SC)c1)C(F)(F)F (stereo not drawn)	0	0	6	0.9	-1	8	-13	5%	1.1
N#CCSc1nnc(COc2cccc3ccccc23)n1-c1ccccc1	1.2	0.42	4	0.9	-9	-4	48	6%	1.1
Cc1ccc2nc3sc(C(=O)N4CCOCC4)c(N)c3cc2c1	-2.1	-0.67	/	0.9	4	-6	-17	8%	1.1
O=C(O)C1C2C=CC(C2)C1C(=O)NCCCn1ccnc1 (stereo not drawn)	0.33	0.19	-1	0.9	-1	12	-8	4%	1.1
CCCC(=O)N1CCc2cc(-c3nc(N)sc3C)ccc21	-0.52	1.4	5	1.1	26	40	0	8%	1.2
COC(=O)c1c(NC(=O)Cc2cccs2)sc(C)c1C	0.64	-0.74	8	0.9	-15	-9	27	4%	1.1
O=C(CCCCCC(=O)N(CCO)CCO)N(CCO)CCO	0.51	-0.03	11	0.9	-14	-5	-30	6%	1.1
O=c1oc2ccccc2c(O)c1/C=N/c1ccccn1	0.7	0.41	/	1	6	-1	-16	6%	1.1
O/N=C1\CC2(Cc3nonc31)OCCO2	-0.54	-1.1	7	0.9	-6	3	-23	3%	1.1
COC(=O)COc1nsnc1N1CCOCC1	-0.015	-0.51	6	0.9	-17	-9	-12	4%	1.1

(more compounds)
SMILES	M1 ag	M1 antag	Ec RNAP inh	TNAP act DEA	RORa activator	SF-1 act	Ecoli tolC	NADH enzymes	Autofluor 339
COc1ccccc1-c1nc(C#N)c(NCc2ccc(F)cc2)o1	-0.26	0.58	-4	0.9	24	5	54	12%[fluoresces]	3.9*
Cc1nc2nc(COc3ccccc3)[nH]n2c(=O)c1Cc1ccccc1	/	/	6	1	3	6	100*	2%	1.1
Cc1ccc2c(c1)c(-c1ccccc1)nc1nncn12	-0.035	-0.28	2	0.9	-15	-10	0	7%	1
CN(CC(=O)NCCC1=CCCCC1)S(=O)(=O)c1ccc2c(c1)c(=O)n(C)c(=O)n2C	1.5	-0.43	12	0.9	-10	-13	2	3%	1.1
O=C(CSc1nc2ccccc2c(=O)[nH]1)c1cccs1	0.067	-0.18	3	1	18	-19	8	4%	1.1
NCc1cccc(-n2cccn2)c1	0.029	0.021	3	0.9	6	7	-6	5%	1
CCOC(=O)c1oc2ccccc2c1NC(=O)c1ccccc1OC	1.1	0.32	4	0.8	-17	-2	45	6%	1.5
CCOc1ccc(CCNC(=O)c2nnc(Cc3ccc(F)cc3)o2)cc1OCC	1.4	-0.27	-1	1	-11	-9	15	4%	1.1
Cc1ccc(-c2nc(C(=O)NC3CCCCCC3)no2)cc1	0.72	-0.3	7	0.9	12	13	57	6%	0.92
CC(=O)Nc1ccc(S(=O)(=O)NCC2CCC(C(=O)NCCC(C)C)CC2)cc1 (stereo not drawn)	0.33	1.3	7	0.9	-15	7	-11	5%	1.1
CCOc1cc2[nH]c(=O)n(CCCCCC(=O)NCc3ccc4c(c3)OCO4)c(=O)c2cc1OCC	0.86	-0.2	1	0.9	-4	0	-12	5%	1.3
Cc1noc(COc2ccc(OCc3nc(C)no3)cc2)n1	0.04	-0.23	8	1	/	/	-12	2%	1.1
CC1CCCCN1S(=O)(=O)c1ccc2c(c1)oc(=O)n2CC(=O)O (stereo not drawn)	-0.94	-0.042	6	0.9	-19	19	-2	4%	1.1
O=C(CCNS(=O)(=O)c1cccs1)N1CCc2ccccc2C1	0.7	0.032	3	0.9	45	41	-2	4%	1.1
O=S(=O)(NCCOc1ccc(F)cc1)c1ccc2c(c1)OCCO2	-0.044	-0.34	-3	0.9	-4	9	1	8%	1.1
O=C(COc1ccccc1)OCc1cc2ccccc2[nH]c1=O	0.4	0.32	-1	0.9	-1	18	-15	6%	1.1
CCCOC(=O)C1[C@H]2C(=O)N(CC3CCCO3)C[C@]23C=C[C@H]1O3 (stereo partly drawn)	-0.8	0.28	7	0.9	21	8	-19	2%	1.1
CCn1c(=O)cc(OCC(=O)Nc2ccc(Cl)cn2)c2ccccc21	-0.36	-0.18	18	0.9	-16	-12	-17	6%	1.1

Screening results from PubChem BioAssay.
